M. tuberculosis HTS – M. tuberculosis growth inhibition, HTS (AID 449762). inhibition, % at 25 µM, or IC50 in µM where a hit was titrated. M. tuberculosis H37Rv growth inhibition, 7H9 media; higher % means a stronger effect. 330,000 compounds, 0.59% hits; in the data active = a potency from the dose series; inconclusive = inhibition above about 70% without an active follow-up result;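 also: bacterial growth assessed after seven days of incubation; strong numbers were not always called active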
M. tuberculosis – growth inhibition of non-replicating M. tuberculosis (AID 488890). Mycobacterium tuberculosis non-replicating, growth inhibition; higher % means a stronger effect. inhibition, % at 25 µM; hits with a dose series show IC50 in µM. 320,000 compounds, 0.39% hits; in the data active = a potency from the dose series; inconclusive = inhibition mostly from about 82% at the one dose, without a potency; inactive = the rest, 99 in 100 with inhibition below about 76%;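 also: plate controls were DMSO cells for no effect and high antibiotic wells for full effect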
PhoP GFP inhibition – PhoP regulon inhibitors, Salmonella typhi PhoP promoter GFP reporter, confirmatory (AID 1850); 310,000 compounds, 0.33% hits; Salmonella Typhi PhoP-promoter GFP reporter, fluorescence, 4 h; higher % means a stronger effect; one-dose inhibition, % at 50 µM; IC50 in µM for titrated hits; in the data active = a potency from the dose series; inconclusive = inhibition mostly from about 25% at the one dose, without a potency; inactive = the rest, 99 in 100 with inhibition below about 19%;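 also: 0% = induced wells with vehicle and 100% = uninduced wells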
influenza NS1A – H1N1 influenza NS1A inhibitors, functional cell based assay (AID 504329) | NS1A functional cell-based assay, percent inhibition; higher % means a stronger effect | inhibition, % at 12.5 µM; hits with a dose series show IC50 in µM | 340,000 compounds, 0.3% hits; in the data active = a potency from the dose series; inconclusive = inhibition above about 27% without an active follow-up result; also: strong numbers were not always called active
inhibitors of VEEV – inhibitors of VEEV TC-83 cytopathic effect, confirmation, Vero cells (AID 588727); Vero cells, VEEV TC-83 cytopathic effect inhibition; higher % means a stronger effect; one-dose inhibition, % at 20 µM; IC50 in µM for titrated hits; 350,000 compounds, 0.13% hits; in the data active = a potency from the dose series; inconclusive = inhibition mostly from about 14% at the one dose, without a potency; inactive = the rest, 99 in 100 with inhibition below about 12%; also: strong numbers were not always called active
inhibitors of VEEV 10K pilot screen – also measured in inhibitors of VEEV; calls as there; inhibition, %; measured here: 10K pilot screen inhibition
* hit, by the source's call; i = inactive; u = inconclusive; x = not tested or not shown.

SMILES | M. tuberculosis HTS | M. tuberculosis | PhoP GFP inhibition | influenza NS1A | inhibitors of VEEV | others
COc1ccc(C(=O)Oc2ccc(/C=N/NC(=O)c3cccnc3)cc2OC)cc1 | -3% | 0% | x | -7% | 0.8%
NC(=O)Cn1nc(-c2ccccc2)nc1-c1ccccc1 | -3% | -32% | 3% | 2% | 2.0%
CC(C)N1CCC(N2CCN(CCCn3cccn3)CC2CCO)CC1 (configuration not stated) | 6% | -15% | -3% | 5% | 0.4%
CCOc1ccc(C(=O)Nc2cccc(C(=O)O)c2C)cc1Cl | -1% | -12% | 5% | -2% | 0.9%
CCOc1ccc(C(=O)c2cc([N+](=O)[O-])ccc2Cl)cc1 | 21% | x | 3% | 15% | 3.5%
CCC(CC)NC(=O)c1cc(S(=O)(=O)N2CCCCC2)ccc1N1CCOCC1 | 0% | 27% | x | -15% | 0.0%
CCOC(=O)c1ccccc1NS(=O)(=O)c1ccc(OC)cc1 | 5% | 10% | -9% | -12% | i
COC(=O)c1ccc(NC(=O)CNc2ccccc2)cc1 | 3% | 60% | 4% | -9% | 1.2%
O=C(c1ccc2nc[nH]c2c1)N1CCN(c2ncc(C(F)(F)F)cc2Cl)CC1 | 0% | 31% | -3% | 4% | 1.3%
O=S(=O)(Nc1nc2ccccc2nc1Cl)c1ccc2c(c1)OCCO2 | 4% | 19% | 2% | -29% | 2.7%

Reprinted at random: 4 records from the list.
SMILES | M. tuberculosis HTS | M. tuberculosis | PhoP GFP inhibition | influenza NS1A | inhibitors of VEEV | others
COc1ccc(C(=O)Oc2ccc(/C=N/NC(=O)c3cccnc3)cc2OC)cc1 | -3% | 0% | x | -7% | 0.8%
CCOc1ccc(C(=O)Nc2cccc(C(=O)O)c2C)cc1Cl | -1% | -12% | 5% | -2% | 0.9%
O=S(=O)(Nc1nc2ccccc2nc1Cl)c1ccc2c(c1)OCCO2 | 4% | 19% | 2% | -29% | 2.7%
CC(C)N1CCC(N2CCN(CCCn3cccn3)CC2CCO)CC1 (configuration not stated) | 6% | -15% | -3% | 5% | 0.4%

Later entries
SMILES | M. tuberculosis HTS | M. tuberculosis | PhoP GFP inhibition | influenza NS1A | inhibitors of VEEV | others
COC(=O)c1cccc(NC(=O)CC2C(=O)NCCN2C(=O)Nc2ccccc2)c1 (configuration not stated) | 6% | -6% | -8% | -10% | 9.0%
COc1ccc(C(C)NC(=O)c2ccc(Br)cc2)cc1OC (configuration not stated) | -6% | 65% | -7% | -1% | 0.4%
CC1=NN(c2ccccc2)C(=O)/C1=C/c1cn(C)c2ccccc12 | -2% | -3% | -3% | 21% | 4.3%
Cc1csc(SC(C)C(=O)Nc2ccccc2C)n1 (configuration not stated) | -8% | -7% | x | 1% | i
Cc1ccc2nc(-c3ccc(NC(=O)C(C)Sc4nncs4)cc3)sc2c1 (configuration not stated) | 8% | 20% | 5% | 0% | 13%
CCc1c(C)nc(SCC(=O)NNC(=O)c2ccco2)[nH]c1=O | -4% | u | 7% | 5% | 0.8%
COc1ccccc1C(=O)NC(=O)COC(=O)C1CC1C (configuration not stated) | -8% | 2% | 0% | 1% | 2.8%
CCn1c(CNC(=O)c2ccccc2Cl)cc2ccccc21 | 3% | 5% | -5% | -4% | i
O=S(=O)(NCCc1ccccc1F)c1cccc(S(=O)(=O)N2CCOCC2)c1 | -5% | -3% | -6% | -4% | 1.0%
CC(=O)c1cccc(NC(=O)CN2C(=O)C3C4C=CC(C4)C3C2=O)c1 (configuration not stated) | 0% | 12% | 2% | 1% | i
COc1ccccc1C/C(N)=N/OC(=O)COc1ccc(C)cc1C | 2% | 44% | -6% | -8% | 2.1%
COc1ccccc1N1CCN(C2CCCN(C(=O)c3cc(C)oc3C)C2)CC1 (configuration not stated) | -2% | 2% | -16% | 2% | i
O=c1oc(-c2cccc(S(=O)(=O)N3CCOCC3)c2)nc2ccccc12 | 45% | u | 10% | -3% | 0.2%
Cc1nc2scc(C)n2c(=O)c1S(=O)(=O)NCC1CCN(Cc2ccc(F)cc2)CC1 | 6% | 38% | -20% | 4% | i
CNC(C)C#Cc1ccc2c(=O)c3ccccc3oc2c1 (configuration not stated) | 30% | u | -11% | 5% | 2.4%
O=C(O)c1ccc(C(=O)c2ccc3c(c2)C(=O)N(Cc2ccco2)C3=O)cc1 | -5% | -12% | -5% | 2% | 0.5%
CC(=O)Oc1ccc(-c2nc3cc(Cl)ccc3c(=O)o2)cc1 | 50% | u | -9% | -7% | i
Cc1cc(NC(=O)CCC(=O)N(c2ccccc2)C(C(=O)NC2CCCC2)c2cccs2)no1 (configuration not stated) | -4% | 23% | -2% | 6% | 1.6%
CCC(C)Oc1ccc(C(=O)Nc2ccc(CN3CCOCC3)cc2)cc1 (configuration not stated) | -1% | 25% | -3% | -7% | 0.4%
COc1ccc(CNC(=O)c2nnn(CC(=O)Nc3cc(C)cc(C)c3)c2N)cc1 | 5% | -14% | 6% | 7% | 0.7%

In the list so far, two have an NH in an aromatic ring:
SMILES | M. tuberculosis HTS | M. tuberculosis | PhoP GFP inhibition | influenza NS1A | inhibitors of VEEV | others
O=C(c1ccc2nc[nH]c2c1)N1CCN(c2ncc(C(F)(F)F)cc2Cl)CC1 | 0% | 31% | -3% | 4% | 1.3%
CCc1c(C)nc(SCC(=O)NNC(=O)c2ccco2)[nH]c1=O | -4% | u | 7% | 5% | 0.8%

The list goes on.
SMILES | M. tuberculosis HTS | M. tuberculosis | PhoP GFP inhibition | influenza NS1A | inhibitors of VEEV | others
COc1cccc(N2CC(C(=O)Nc3c(C(N)=O)oc4ccccc34)CC2=O)c1 (configuration not stated) | 4% | -1% | 7% | -1% | 10%
Cc1c(NS(=O)(=O)c2cccc(C(=O)Nc3cccc(F)c3)c2)c(=O)n(-c2ccccc2)n1C | x | x | x | 10% | 8.6%
O=[N+]([O-])c1ccc(N/N=C/c2ccccc2)c(F)c1 | 15% | 63% | -8% | -1% | i
Cc1ccc(S(=O)(=O)NCc2ccc3c(c2)OCO3)cc1C | 3% | 71% | -9% | -25% | 1.1%
CC1/C(=N/O)CC(c2ccco2)NC1c1ccco1 (configuration not stated) | 0% | 10% | -3% | -2% | 0.2%
O=C(NCCC1=CCCCC1)C1CCC(CNc2c(N3CCCCC3)c(=O)c2=O)CC1 (configuration not stated) | -15% | 2% | -10% | -7% | 0.6%
Cc1c(Cl)cccc1NC(=O)CCC(=O)NNC(=O)CCC(=O)O | -3% | 4% | -11% | -18% | 1.4%
CC1=C(C)NC(=S)SC1 | -6% | 0% | -4% | 0% | 3.7%
CC(C)[C@H](NC(=O)c1ccco1)C(=O)NC12CC3CC(CC(C3)C1)C2 | 8% | 23% | -14% | -8% | 0.6%
COc1ccccc1-c1nnc(SC(C(=O)c2c[nH]c3ccccc23)c2ccccc2)n1C (configuration not stated) | u | 37% | 8% | 20% | i

As a working copy, some entries already given:
SMILES | M. tuberculosis HTS | M. tuberculosis | PhoP GFP inhibition | influenza NS1A | inhibitors of VEEV | others
COc1ccc(C(=O)Oc2ccc(/C=N/NC(=O)c3cccnc3)cc2OC)cc1 | -3% | 0% | x | -7% | 0.8%
NC(=O)Cn1nc(-c2ccccc2)nc1-c1ccccc1 | -3% | -32% | 3% | 2% | 2.0%
CC(C)N1CCC(N2CCN(CCCn3cccn3)CC2CCO)CC1 (configuration not stated) | 6% | -15% | -3% | 5% | 0.4%
CCOc1ccc(C(=O)Nc2cccc(C(=O)O)c2C)cc1Cl | -1% | -12% | 5% | -2% | 0.9%

Continued:
SMILES | M. tuberculosis HTS | M. tuberculosis | PhoP GFP inhibition | influenza NS1A | inhibitors of VEEV | others
Cc1noc(NS(=O)(=O)c2ccc(NC(=O)c3cc(=O)c4ccccc4o3)cc2)c1C | -3% | 32% | 0% | 1% | 1.5%
CSc1nc(NS(=O)(=O)c2ccc(F)cc2F)nn1C | -4% | -17% | -7% | 1% | 1.7%
CCn1c(SCC(=O)N2CCN(c3ccccc3)CC2)nnc1-c1cc2cc(Cl)ccc2o1 | 3% | 8% | 7% | 3% | 4.0%
COc1cc(C(=O)NC(C)c2ccc(S(N)(=O)=O)cc2)ccc1OCC(=O)N1CCOCC1 (configuration not stated) | -3% | -10% | -2% | -2% | 3.4%
O=C(NNC(=O)c1c(F)cccc1F)c1ccccc1OC(F)(F)F | 2% | 12% | -19% | 0% | i
CN(C)C1=NCCN1CCC1CCCCC1 | 4% | -4% | 8% | -14% | 0.4%
COC(=O)[C@]1(C)N[C@H](CN(C)S(=O)(=O)c2ccc(OC(F)(F)F)cc2)[C@@H]2C(=O)N(C)C(=O)[C@@H]21 | 3% | 6% | x | -12% | i
Cc1ccc(N2C(=O)C3C4C=CC(CNC(=S)N5CCN(c6ccccc6)CC5)(O4)C3C2=O)cc1 (configuration not stated) | -11% | 36% | 0% | 9% | 3.5%
CC(=O)N[C@@H](Cc1ccc(OC(F)(F)F)cc1)C(=O)O | 4% | -2% | 1% | -2% | 0.6%
Cc1c(C)c(C)c(S(=O)(=O)n2[nH]c(=O)c(CCO)c2C)c(C)c1C | -6% | -8% | 2% | 10% | 3.1%
Cc1ccc(C(=O)OCC(=O)NCCC2=CCCCC2)cc1N | 5% | 4% | -17% | -4% | 0.2%
O=C(Cc1cccs1)NNC(=O)c1ccc(F)cc1 | -7% | -17% | -7% | 12% | 0.6%
COc1cc(/C=C2/C(C)=C(C#N)c3nc(N)c(C#N)c(C)c32)ccc1OCC(=O)O | -6% | 6% | -2% | x | 2.3%
Cc1nc(SCC(=O)c2ccc(F)c(F)c2)[nH]c(=O)c1Oc1ccc(Cl)cc1 | -7% | 26% | -5% | -4% | 3.4%
O=S(=O)(Nc1cc(S(=O)(=O)N2CCOCC2)ccc1NCC1CCCO1)c1ccccc1 (configuration not stated) | -11% | 4% | x | -2% | 0.6%
Cc1cc(C(=O)NCc2ccc(S(N)(=O)=O)cc2)c(C)o1 | -1% | 0% | 0% | 2% | 1.1%
Cc1cccc(NC(=S)NCc2ccc3c(c2)cc(C)n3C)c1C | 2% | u | 15% | 13% | 9.3% | inhibitors of VEEV 10K pilot screen=8.1
COc1ccc(CCc2nnc(N)s2)cc1OC | 15% | 44% | -1% | -2% | i
CCOC(=O)/C(C#N)=C1\C(=O)N(Cc2ccccc2)c2ccccc21 | -11% | 23% | 1% | 13% | 8.0%
CCc1cc(C(=O)N2CCCC(Nc3ccc(F)c(F)c3)C2)n(C)n1 (configuration not stated) | -2% | 1% | -6% | -1% | 2.3%
O=S(=O)(NCCCCCCNS(=O)(=O)c1c(F)cccc1F)c1ccc2c(c1)OCCO2 | -1% | 0% | x | -17% | 4.9%
CC(CC(=O)N1CCc2ccccc21)n1cccn1 (configuration not stated) | -6% | -7% | -9% | 2% | 2.0%
CCNC(=O)CSc1nc2cc(S(=O)(=O)Nc3ccc(OC)cc3)ccc2o1 | 2% | -2% | -11% | -2% | 2.3%
S=c1[nH]ncn1/N=C/c1ccccc1 | 0% | -2% | 7% | -3% | 1.4%

Screens (PubChem)
